Lipid droplet: modulators of hepatic lipid droplet formation; inhibition, % at 6.5 µM; AML12 mouse hepatocytes, oleate lipid droplets, BODIPY imaging; 240,000 compounds, 0.4% hits;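 active = lipid droplet intensity inhibited by at least 50%, with more than 500 cells counted; inconclusive = wells with under 300 cells, treated as cytotoxic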
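Test system: AML12 mouse liver cells; schedule: overnight exposure; technique: high-content imaging of BODIPY-stained droplets and DAPI nuclei; read-out: % inhibition of corrected integrated BODIPY droplet signal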
P. falciparum M17LAP: P. falciparum M17LAP inhibitors, primary screen, biochemical, fluorogenic H-Leu-NHMec substrate, 1536-well (AID 1619). inhibition, % at 30 µM, or IC50 in µM where a hit was titrated. recombinant M17LAP, H-Leu-NHMec fluorogenic kinetic assay; higher % means a stronger effect. 220,000 compounds, 0.38% hits;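 active = compound inhibiting the enzyme by more than half at any dose during confirmatory dose-response retesting; inconclusive = strong single-dose inhibitors picked by rank but not retested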;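 note: plate controls were full reaction with DMSO carrier for no effect and no enzyme background for full effect; strong numbers were not always called active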
SIAH1 antagonists: Siah-1 peptide-binding antagonists, primary screen, biochemical, fluorescence polarization, rhodamine-plectin, uHTS (AID 1817). Siah-1 / rhodamine-plectin peptide fluorescence polarization; higher % means a stronger effect. displacement, % at 20 µM; hits with a dose series show IC50 in µM. 290,000 compounds, 0.02% hits;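 active = displacement of at least 50% at 20 µM, with a fluorescence ratio check between 0.3 and a set limit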;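 note: plate controls were Siah plus tracer with DMSO for no effect and tracer alone without Siah for full effect; strong numbers were not always called active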
AID2073: inhibitors of Mint1-CaV2.2 protein interaction, biochemical, HTRF (AID 2073). HTRF protein-protein interaction, Mint1-CaV2.2; higher % means a stronger effect. inhibition, % at 20 µM; hits with a dose series show IC50 in µM. 290,000 compounds, 0.19% hits; in the data active = inhibition mostly above about 51%, no sharp cut-off; inconclusive = no clear call, values can overlap the other calls; inactive = mostly below about 53%; note: some results filed as inactive read as strong as hits
LYP inhibition: inhibitors of LYP phosphatase, biochemical, fluorescence intensity, uHTS (AID 1779) | recombinant LYP phosphatase, fluorescence intensity; higher % means a stronger effect | one-dose inhibition, % at 11.5 µM; IC50 in µM for titrated hits | 290,000 compounds, 0.054% hits;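 note: plate controls were vehicle with enzyme for no effect and no enzyme for full effect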
NOD2 inhibition: NOD2 signaling inhibitors, cell-based, luminescence, uHTS, HEK293 (AID 1566); HEK293 NOD2/NF-kB luciferase reporter, luminescence; higher % means a stronger effect; 290,000 compounds, 0.63% hits; inhibition, % at 4 µM, or EC50 in µM where a hit was titrated; note: many of its hits are not listed in these tables
P. falciparum M1AAP: P. falciparum M1AAP inhibitors, biochemical, fluorogenic H-Leu-NHMec substrate, 1536-well (AID 1445); 220,000 compounds, 0.42% hits; recombinant M1AAP, H-Leu-NHMec fluorogenic kinetic assay; higher % means a stronger effect; inhibition, % at 30 µM, or IC50 in µM where a hit was titrated;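 active = primary inhibition above the hit cutoff, then over 50% inhibition at one or more dose response concentrations, cut at about 23% in these data, passing the limit was not always enough; inconclusive = conflicting primary data, or primary hits not chosen for dose response; inactive = low primary inhibition, or under 50% at every dose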;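 note: plate controls were DMSO full reaction for no effect and no enzyme background for full effect; strong numbers were not always called active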
CSM14.1 death rescue: protection against thapsigargin-triggered cell killing – 384-well, CSM14.1, ATP luminescence, primary screen (AID 1222); 190,000 tested, under 10 active; cellular ATP content (survival), % at 20 µM; hits with a dose series show EC50 in µM; CSM14.1 thapsigargin-induced death rescue, ATP luminescence; higher % means a stronger effect;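 active = EC50 below 50 µM in the dose-response confirmation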;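 note: death triggered by thapsigargin at about 15 µM added after 2 h compound pretreatment; cell ATP read after overnight thapsigargin exposure of roughly 18 to 22 hours; normalized against plate controls of thapsigargin alone and 5% DMSO vehicle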
XIAP displacement: small molecules displacing peptide from XIAP – biochemical, IAP family, fluorescence polarization (AID 1018). 200,000 compounds, 0.007% hits. XIAP BIR domain, fluorescence polarization peptide displacement; higher % means a stronger effect. displacement, % at 20 µM, or IC50 in µM where a hit was titrated; in the data active = displacement above about 50%; note: a part of the inactive calls stands beside numbers as strong as those of hits
Lipid droplet cells 6.5 µM: also measured in Lipid droplet; calls as there; cell count; measured here: cell count, cytotoxicity flag;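 cells counted across two imaged fields per well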
The depositor's hits bear a star; ? = inconclusive; . = no result given. Cut-off read from the data, not from the text of the source, unless noted: active = inhibition above about 50%; inactive = the rest. A portion of the library; rates above refer to the full screens.

Every second line gives: Lipid droplet	Lipid droplet cells 6.5 µM	P. falciparum M17LAP	SIAH1 antagonists	AID2073	LYP inhibition	NOD2 inhibition	P. falciparum M1AAP	CSM14.1 death rescue	XIAP displacement
- CC(=O)Nc1ccc(S(=O)(=O)Nc2ncccn2)cc1
→ .	.	-10%	5%	9%	-11%	-3%	-2%	1.4%	-21%
- CC1=C(C(=O)Nc2ccccc2)C(c2ccc(Cl)cc2)n2c(s/c(=C/c3cccc(OCC(=O)O)c3)c2=O)=N1 (stereo not drawn)
→ 15	765	4%	0%	38%	13%	19%	13%	1.0%	-6.3%
- COc1ccc2[nH]c(=O)c(CN(Cc3ccccc3OC)Cc3nnnn3CC3CCCO3)cc2c1 (stereo not drawn)
→ .	.	-22%	-3%	-1%	-6%	-2%	8%	-1.2%	-6.8%
- Cc1ccc(Nc2cc(C)nc3ncnn23)c(C)c1
→ 8	825	.	-3%	10%	-11%	9%	.	.	.
- Cc1ccc(CN2C3=NC(=O)CN3c3ccccc32)cc1
→ 1	793	11%	2%	-1%	2%	10%	4%	7.9%	1.3%
- COc1ccc(/C=C2\SC(=O)N(CCNC(=O)C3CC4C=CC3C4)C2=O)cc1 (stereo not drawn)
→ -44	668	8%	5%	-12%	5%	-104%	?	2.9%	-5.7%
- CCn1cc(/C=C(\NC(=O)c2ccccc2F)C(=O)N2CCOCC2)c2ccccc21
→ 2	771	.	4%	-6%	-4%	13%	.	.	.
- O=C(CCc1nnc(Cc2ccc3c(c2)OCO3)o1)NC(c1ccccn1)C(F)(F)F (stereo not drawn)
→ -3	685	9%	-1%	-6%	-8%	-9%	-6%	-1.1%	-6.8%
- Cc1ccc(CN=C2Nc3ccccc3CS2)cc1
→ .	.	-9%	1%	-2%	-4%	-262%	-4%	-3.8%	-4.2%
- CCN1CCC(=NNC(=O)c2ccco2)CC1
→ .	.	-1%	1%	-3%	-14%	9%	-1%	-1.7%	-6.0%
- CCn1cc(C(=O)OCC(=O)Nc2c(C)cccc2C)c(=O)c2ccc(C)nc21
→ -5	698	4%	-1%	1%	-6%	-4%	5%	0.5%	-5.1%
- CCC1C(=O)CC(c2ccccc2)NC1c1ccccc1 (stereo not drawn)
→ -4	694	4%	1%	-1%	-2%	-2%	5%	-0.3%	-0.5%
- CCOC(=O)C1CCN(C(=O)Cn2nc(C)c3c(C)n(-c4ccccc4)nc3c2=O)CC1
→ -1	757	.	0%	11%	-3%	-5%	.	.	.
- Nc1nonc1-c1noc(COc2ccccc2Cl)n1
→ .	.	2%	6%	2%	-8%	-130%	3%	-1.8%	-4.8%
- COC(=O)CC1=C(C(=O)OC)[C@@H](c2ccccc2[N+](=O)[O-])C(C#N)=C(N)O1
→ 3	643	1%	1%	-6%	1%	-6%	9%	.	.
- O=C(c1ccc([N+](=O)[O-])cc1)N1CCN(C(=O)c2cccs2)CC1
→ -4	668	4%	3%	1%	1%	3%	-1%	-0.1%	-3.9%
- Cc1ccc2c(c1)CC1(CN2C)C(=O)OC(C)(C)OC1=O
→ 1	735	-2%	1%	-6%	-6%	-3%	0%	-0.9%	-5.7%
- CCOC(=O)c1sc(/N=C/c2c(C)[nH]n(-c3ccccc3)c2=O)c(C#N)c1C
→ 22	762	-3%	-2%	4%	0%	-2%	13%	1.5%	-5.7%
- CCCOC(=O)CC1C(=O)NCCN1C(=O)OC(C)(C)C (stereo not drawn)
→ -2	711	-1%	2%	4%	-9%	-1%	-3%	-0.7%	-4.5%
- Cc1onc(-c2ccccc2)c1-c1n[nH]c(=S)n1-c1ccccc1Cl
→ .	.	0%	2%	-14%	-1%	4%	8%	-1.3%	-1.7%
- CCOC(=O)C1CCCCN1C(=O)CCc1nnc(-c2ccc3c(c2)OCO3)o1 (stereo not drawn)
→ -6	619	.	0%	2%	-3%	-28%	.	.	.
- Cc1ccc(OCC(=O)N/N=C2\CC(=O)CC(C)(C)C2)c(Br)c1
→ 14	684	.	14%	-1%	-7%	15%	.	.	.
- O=C(NCC1CCCO1)/C(=C\c1ccccc1)NC(=O)c1ccccc1 (stereo not drawn)
→ -15	669	3%	-1%	-1%	-4%	-17%	2%	-0.7%	-2.7%
- C[C@H]1CN(CCc2ccccc2)C(=O)[C@@H]1CC(=O)NCc1ccccc1
→ -4	762	.	-1%	-2%	-11%	-7%	.	.	.
- CCCn1cnc2sc(CC)cc2c1=O
→ 2	745	-3%	1%	8%	3%	-11%	2%	-2.7%	-6.4%
- CCOc1ccccc1NC(=S)N(CCN(C)C)C(C)c1ccncc1 (stereo not drawn)
→ -2	723	-1%	-6%	-17%	-5%	-15%	-1%	-0.6%	2.2%
- CN(CC(=O)NCc1ccco1)S(=O)(=O)c1cccc2cccnc12
→ .	.	10%	-3%	-11%	-8%	17%	1%	-1.2%	-3.7%
- COc1ccc(CNC(=O)c2ccc(C(C)C)cc2)cc1
→ 3	685	-10%	-2%	9%	-3%	-119%	-3%	-0.7%	-0.2%
- Cc1ccc(C)n1-c1nccc(-c2cccs2)n1
→ .	.	24%	10%	48%	-8%	3%	13%	0.7%	-6.1%
- COc1ccccc1NC(=O)C(C)N1CCN(C/C=C/c2ccccc2)CC1 (stereo not drawn)
→ .	.	2%	2%	-8%	1%	-13%	6%	-0.3%	-2.3%
- CC(O/N=C/c1ccc(OC(F)F)cc1)C(=O)Nc1cccc(S(=O)(=O)N2CCOCC2)c1 (stereo not drawn)
→ 13	632	1%	0%	-1%	0%	14%	0%	-3.6%	-8.0%
- O=C(Nc1cc(C(=O)Nc2ccccc2C(=O)O)cc(C(=O)Nc2ccccc2C(=O)O)c1)c1ccccc1
→ -2	564	.	25%	8%	-4%	26%	.	.	.
- CCc1ccc(-c2cc(C)no2)cc1S(=O)(=O)NCCN1CCC(C)CC1
→ -24	757	.	0%	4%	-16%	0%	.	.	.
- COc1ccc(Cl)cc1S(=O)(=O)NCc1cccs1
→ -11	746	0%	0%	-3%	-7%	-16%	-3%	4.1%	2.6%
- Cc1cc(C)nc(CCNC(=O)c2cc(COc3ccccc3)on2)n1
→ 30	777	.	-2%	8%	-6%	-9%	.	.	.
- CCN(CC)CCN1C(=O)c2oc3ccccc3c(=O)c2C1c1cccc(Br)c1 (stereo not drawn)
→ .	.	24%	2%	-4%	-6%	8%	16%	-2.0%	-6.5%
- COc1ccc(C)cc1Nc1ccc(C(=O)O)cc1[N+](=O)[O-]
→ 11	687	4%	7%	0%	1%	-6%	8%	11%	-4.6%
- Cc1ccccc1NC(=S)c1ccc2ccccc2n1
→ -6	671	.	15%	-4%	-10%	-53%	.	.	.
- COc1ccc(CNC(=O)C2CCN(c3nn4c(=O)cc(C)nc4s3)CC2)cc1
→ 18	780	.	7%	8%	-12%	23%	.	.	.
- CCN1C(=O)/C(=C2\C=Cc3cc(C)ccc3N2CC)OC1=S
→ 68*	723*	2%	1%	-5%	1%	8%	12%	2.0%	-4.2%
- CCOC(=O)C1C(=O)CC(C)(O)C(C(=O)OCC)C1c1ccc(NC(C)=O)cc1 (stereo not drawn)
→ 26	739	4%	6%	-2%	-5%	14%	-5%	-0.2%	-7.2%
- CCN1C(C(=O)Nc2cc(C)on2)=C(O)c2ccccc2S1(=O)=O
→ .	.	.	9%	0%	-6%	16%	.	.	.
- O=[n+]1cc(-c2cc3ccccc3o2)n([O-])c2c1CCCC2
→ .	.	.	0%	23%	-6%	-17%	.	5.6%	-2.3%
- CCOc1cc(-c2nc3ccccn3c2NCC2CCCO2)ccc1O (stereo not drawn)
→ 36	698	14%	3%	28%	-3%	17%	20%	.	2.6%
- CC(C)[C@H](NC(=O)c1ccco1)C(=O)OCC(=O)Nc1ccc(F)cc1
→ -2	681	-12%	4%	4%	-1%	6%	0%	0.8%	-2.7%
- COc1ccc(OC)c(S(=O)(=O)N2CCC(C(=O)NCc3ccccn3)CC2)c1
→ 2	805	.	6%	3%	-9%	1%	.	.	.
- O=C(CCC(=O)N(CC(=O)NC1CCCCC1)Cc1ccccc1)Nc1nccs1
→ 0	835	.	13%	13%	-4%	-1%	.	.	.
- Cc1cc(C)cc(C(=O)Nc2nnc(SCC(=O)NCC3CCCO3)s2)c1 (stereo not drawn)
→ -4	866	.	-3%	7%	-8%	3%	.	.	.
- C/C(=N\NC(=O)Cc1ccccc1)c1cccs1
→ .	.	6%	-4%	-15%	-4%	2%	12%	-1.4%	-10%
- Nc1c2c(nn1-c1ccc(C(=O)O)cc1)CNC2
→ 20	798	.	6%	4%	-8%	7%	.	.	.
- CCN(CC(=O)NCc1cccs1)S(=O)(=O)c1ccc(C(C)C)cc1
→ .	.	-8%	2%	-3%	-1%	8%	0%	1.4%	-1.1%
- Cc1cc(C(=O)CSc2nnc(N)s2)c(C)n1CCc1ccc(Cl)cc1
→ .	.	10%	-5%	-6%	5%	-25%	7%	2.2%	-6.1%
- Cc1cc(C)c2c(=O)[nH]c(SCC(=O)NCCc3ccccc3)nc2n1
→ 0	731	33%	16%	10%	-1%	8%	13%	5.1%	-6.6%
- O=C(c1ccccc1)c1c[nH]c2cc3c(cc2c1=O)OCO3
→ 15	664	-6%	-3%	30%	-3%	17%	1%	0.1%	-3.7%
- CC(C)CCn1nnnc1CN1CCN(C(c2ccccc2)c2ccccc2)CC1
→ -43	708	-8%	0%	-3%	1%	-20%	5%	-0.2%	-4.8%
- O=C(/C=C\c1cccs1)c1c(O)ccc2ccc(=O)oc12
→ 14	638	17%	-5%	11%	-2%	-8%	16%	-2.0%	-2.7%
- O=S(=O)(Cc1ccccc1)N1CCCc2ccccc21
→ -14	691	4%	-4%	-16%	-6%	-4%	8%	0.7%	-15%
- COc1cc2c(cc1NC(=O)COC(=O)c1ccccc1)oc1ccccc12
→ -1	687	1%	0%	27%	-9%	-20%	8%	-0.3%	-10%
- CCOC(=O)C(NC(=O)c1ccccc1)(OCc1ccc(F)cc1)C(F)(F)F (stereo not drawn)
→ 43	696	-1%	5%	1%	-5%	7%	0%	-2.4%	-2.1%
- CCn1nc(C)c(CNC(=O)C2CCC(=O)N(Cc3ccc(Cl)cc3)C2)c1C (stereo not drawn)
→ 3	691	.	1%	11%	0%	0%	.	.	.
- COc1ccc(/C(C)=N/NC(=O)c2ccccc2OCc2ccccc2)c(OC)c1
→ -48	690	-4%	0%	6%	8%	-48%	4%	-0.4%	-5.4%

Screens (PubChem)
